# High-throughput results (PubChem BioAssay)
# AmpC detergent: AmpC beta-lactamase inhibition with detergent present; AmpC hydrolysis of nitrocefin, absorbance 480 nm, 0.01% Triton; P00811; Potency, µM (top dose mostly 114 µM), for inactives: top-dose activity change, negative = inhibition, actives largely listed as inhibitors; actives 0.041% (n = 370,000); active means well fitted inhibition curve with a large enough effect; inconclusive means small, poorly fitted or top-dose-only effect;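 further: potency means the concentration at half of the fitted maximal effect; 0% = no-compound wells and -100% = no-enzyme wells; nearly all actives have a fitted effect of over 25% in size; some results filed as inactive show a strong effect at the top dose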
# Target sequence (P00811 whole entry, looked up): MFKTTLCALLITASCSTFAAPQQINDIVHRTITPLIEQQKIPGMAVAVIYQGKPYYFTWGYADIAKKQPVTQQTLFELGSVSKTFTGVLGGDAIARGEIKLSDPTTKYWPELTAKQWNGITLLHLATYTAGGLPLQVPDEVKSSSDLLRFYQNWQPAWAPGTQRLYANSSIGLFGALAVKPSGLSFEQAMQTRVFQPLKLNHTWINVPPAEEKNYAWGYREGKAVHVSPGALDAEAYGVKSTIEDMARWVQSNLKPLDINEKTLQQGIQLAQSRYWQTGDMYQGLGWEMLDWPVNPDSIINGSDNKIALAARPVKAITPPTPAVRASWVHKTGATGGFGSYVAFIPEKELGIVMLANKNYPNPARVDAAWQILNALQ
#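 AmpC (5.3 nM in the dispensed reagent) in 20 mM phosphate pH 7.0 with 0.01% (detergent screen) or 0.0001% Triton X-100 was preincubated with compounds for 15 min at room temperature. Nitrocefin was then added from an 800 uM solution, and hydrolysis was followed at 480 nm.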
# HCMV antiviral: human cytomegalovirus inhibition; activity change, negative = inhibition, % at 57.5 µM; HFF cells, HCMV-luciferase reporter, 72 h; hits give low values; AID 1259415; actives 4.5% (n = 410,000); in the data active means activity change below about -60%; inconclusive means no clear call, values can overlap the other calls; inactive means above about -39%
#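 Screen run at 2 compound doses on HFFs infected with reporter HCMV, MOI 1 PFU/cell. Luciferase activity from cell lysates at 72 h post infection gave inhibition relative to buffer-only and Salinomycin wells.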
# * hit, by the source's call; ? = inconclusive. Unless noted, on the % scale 0 is the no-effect control and ±100 the full control effect. These rows are one share of the data; count on the stated rates, not on these rows.
SMILES,AmpC detergent,HCMV antiviral
Cc1nc2c(C(=O)NC(C)c3ccccc3)cnn2c(C)c1Cc1ccccc1 (stereo not given),-2%,-86*
COc1cccc(N2CCN(C(=O)c3cc4c(=O)n(Cc5ccco5)ccc4nc3C)CC2)c1,5%,-22
CCOc1ccc(NC(=O)c2cc3sc(Cl)cc3n2CC)cc1,-5%,-33
COc1ccc(CNC(=O)c2nn(-c3ccccc3C)nc2CO)cc1,19%,33
CCCC(=O)Nc1ccc2nc(SCc3ccc(C)cc3)sc2c1,8%,-18
Cc1cccc(OCCSc2nc3ccc(NC(=O)COc4ccccc4F)cc3s2)c1,2%,?
COc1ccc(-c2nc3cc(NC(=O)COc4ccccc4C)ccc3o2)cc1,10%,42
Cc1cccc(NC(=O)Cn2nnc(C(=O)NCc3cccs3)c2N)c1,1%,9
COc1ccc(NC(=O)/C(C#N)=C/c2ccc(C)o2)cc1,19%,94
COc1ccc(CCCc2nnc(SCC(=O)Nc3cccc(F)c3C)o2)cc1,-12%,-3
O=C(NC1CC(=O)N(c2ccc(F)cc2)C1)c1cc2ccccc2o1 (stereo not given),1%,4
CCCn1cc(S(=O)(=O)c2cc(C)ccc2C)c(=O)c2cc(F)c(N3CCN(CC)CC3)cc21,1%,?
CCN(CC)c1ccc(NC(=O)CN2C(=O)c3cccnc3Oc3ccccc32)c(C)c1,2%,0
CSc1ccc(CCNC(=O)c2ccc(-n3c(C)cc4c3CCC(C)C4)cc2)cc1 (stereo not given),0%,?
CC(=O)Nc1ccc(NC(=O)c2ccc3c(c2)N(Cc2cccc(Cl)c2)C(=O)c2ccccc2S3(=O)=O)cc1,23%,-19
O=C(NCCc1ccccc1)c1ccc(Cn2c(SCc3ccc(F)cc3)nc3cccnc32)cc1,0%,102
COc1ccc(Cl)cc1NC(=O)c1sc2nc3n(c(=O)c2c1C)CCC3,-8%,-8
O=C(Nc1cccc(C(F)(F)F)c1)c1cnn(-c2cccc(F)c2)c1C1CCNCC1,9%,-77*
CSc1ccc(-c2nc3cc(C)ccn3c2Nc2ccc(C)cc2)cc1,-5%,71
COC(=O)c1scc(-c2ccc(C)cc2)c1S(=O)(=O)Nc1cc(C)c(Cl)cc1OC,2%,-28
CCOC(=O)N1CCc2c(sc3c2c(=O)n(-c2ccccc2C(F)(F)F)c(=O)n3Cc2ccccc2C)C1,-5%,-101*
CCOC(=O)c1c(NC(=O)c2ccc(C)c(C)c2)sc2c1CCCCC2,6%,26
Cc1ccc(NS(=O)(=O)c2ccc3c(c2)CCCN3C(=O)C2CCC2)cc1Cl,0%,-19
COC(=O)c1c(SC)nc2ccccc2c1OCc1ccccc1Cl,0%,-18
CCOc1ccc(NC(=O)C2CCN(S(=O)(=O)c3c(C)noc3/C=C/c3c(C)cc(C)cc3C)CC2)cc1,-3%,?

# Additional structures:
SMILES,AmpC detergent,HCMV antiviral
COc1ccccc1NC(=O)Cn1c(SCC(=O)NCc2ccccc2)nc2ccccc21,-2%,54
Cc1ccc(Cc2nc3ccccc3nc2SCC(=O)N2CCN(c3ccccc3F)CC2)cc1,13%,?
COc1ccc(-c2cc(C(=O)Nc3c(C)nn(Cc4ccc(F)cc4)c3C)no2)cc1OC,24%,-7
COc1ccc(-c2cc(C(F)(F)F)nc(NCc3ccc(Cl)cc3)n2)cc1,6%,3
Cc1ccc(-n2c(=O)c3ccc(C(=O)NCc4ccccc4Cl)cc3n(Cc3ccccc3F)c2=O)cc1,0%,5
Cc1coc2cc3oc(=O)c(CCC(=O)NCc4ccc(Cl)cc4)c(C)c3cc12,-9%,-18
O=C(CCS(=O)(=O)c1ccc(Br)s1)Nc1cc(C(F)(F)F)cc(C(F)(F)F)c1,5%,-90*
CC(=O)N1c2ccc(S(=O)(=O)N3CCCCCC3)cc2CC1C(=O)NC(C)C (stereo not given),5%,-85*
CCCN(Cc1cccs1)C(=O)Nc1cc(OC)ccc1OC,-4%,-3
CCOc1cc(C(=O)NCCc2sc(-c3ccc(F)cc3)nc2C)cc(OCC)c1OCC,?,18
O=[N+]([O-])c1cc(-c2nc(-c3ccco3)no2)ccc1NCc1ccccc1,-5%,31
COc1ccc(-c2noc(C3CC(=O)N(c4ccc5c(c4)OCCO5)C3)n2)c(OC)c1 (stereo not given),-1%,8
Cc1cccc(N(C)C(=O)Cn2c(=O)oc3cc(S(=O)(=O)N4CCCCC4)ccc32)c1,6%,7
Cn1c(Oc2ccccc2)nc2c1c(=O)n(Cc1ccc(Cl)cc1Cl)c(=O)n2C,9%,2
CCC1=Nc2cc(C(=O)NC3CCC(C)CC3)ccc2Sc2ccc(C)cc21 (stereo not given),-6%,-82*
COc1cc(C2NC(=O)c3c(sc4c3CCN(C)C4)N2)ccc1OC(=O)c1ccccc1 (stereo not given),9%,50
CCCN1CN=C(NS(=O)(=O)c2ccc(NC(C)=O)cc2)NC1,0%,-18
COc1cc2oc(=O)c(CC(=O)NCCc3ccccc3F)c(C)c2cc1OC,-3%,-11
Cc1ccc(C)c(Nc2nn3c(=O)c4ccc(C(=O)NCc5ccccc5)cc4nc3s2)c1,25%,-1
CC1=C(C(=O)OC2CCCCCC2)C(c2cccc(Cl)c2)CC(=O)N1 (stereo not given),-2%,?
O=C(NCc1ccco1)c1ccc2c(c1)N(Cc1ccccc1)C(=O)c1ccccc1S2(=O)=O,10%,-20
COc1ccc(N2CCN(C(=O)CSc3n[nH]c(-c4ccccc4Cl)n3)CC2)cc1,5%,-9
CCC(Sc1nnc2c(n1)[nH]c1ccccc12)C(=O)Nc1ccccc1OC (stereo not given),1%,87
Cc1ccc(NC(=O)Nc2nc3c(s2)CCCCCC3)cc1C,17%,24
O=C(Cn1c(-c2cccs2)cc2cc(Cl)ccc21)NCc1ccccc1,9%,-16

# Entries listed so far that contain an NH in an aromatic ring:
SMILES,AmpC detergent,HCMV antiviral
COc1ccc(N2CCN(C(=O)CSc3n[nH]c(-c4ccccc4Cl)n3)CC2)cc1,5%,-9
CCC(Sc1nnc2c(n1)[nH]c1ccccc12)C(=O)Nc1ccccc1OC (stereo not given),1%,87

# Following part
SMILES,AmpC detergent,HCMV antiviral
CC(=O)N1c2ccccc2CC1C(=O)N1CCN(c2ccccc2)CC1 (stereo not given),1%,20
COc1ccc(-c2nc(CSCC(=O)N3CCN(c4cccc(C)c4C)CC3)c(C)o2)cc1OC,0%,-93*
Cc1cccc(CNC(=O)c2ccc(-c3nc(CS(=O)(=O)c4ccccc4)c(C)o3)cc2)c1,17%,-4
O=C(c1cccs1)N(Cc1cccnc1)c1nc2ccc(F)cc2s1,5%,?
COc1ccc(OC)c(-c2noc(N3CCN(c4cccc(C)c4C)CC3)n2)c1,-3%,-7
COc1ccc(OCC(=O)Nc2nnc(S(=O)(=O)N3CCc4ccccc43)s2)cc1,19%,31
CC(=O)c1cccc(NC(=O)c2noc3c2CSc2ccccc2-3)c1,14%,4
O=C(CCCn1c(=O)c2ccccc2n(CC(=O)Nc2cccc(C(F)(F)F)c2)c1=O)NCc1ccc2c(c1)OCO2,-2%,7
C=Cc1ccc(CN2C(=O)N(c3ccc(C)c(C)c3)S(=O)(=O)c3ccccc32)cc1,-1%,6
CCOC(=O)c1c(C)oc2ccc(N(C(C)=O)S(=O)(=O)c3c(C)cc(C)cc3C)cc12,0%,-8
Cc1ccc(Cn2c(CNS(=O)(=O)c3ccc(F)c(Cl)c3)nc3cccnc32)cc1,0%,-3
Cc1ccc(Cl)cc1NC(=O)c1cc2c(=O)n3cccc(C)c3nc2n1C,18%,?
COc1ccc(CNC(=O)c2ccc3[nH]c(C)c(C)c3c2)c(OC)c1,-2%,0
COc1ccc(Cl)cc1NC(=O)C(C)n1c(=O)cc(C(F)(F)F)c2c(C)nn(C)c21 (stereo not given),-5%,0
CCOC(=O)N1CCc2c(sc3c2c(=O)n(CCc2ccccc2)c(=O)n3CC(=O)Nc2ccccc2C)C1,-4%,-35
O=c1ccc2cc(S(=O)(=O)N3CCCC3)ccc2[nH]1,1%,16
CCOc1cc(-c2nc(-c3ccc(-c4ccccc4)nc3OCC)no2)cc(OCC)c1OCC,2%,7
CCOc1ccc(CNC(=O)C2CCCN(S(=O)(=O)c3ccc4c(c3)CCCC(=O)N4)C2)cc1 (stereo not given),19%,-22
COc1ccc(NC(=O)c2oc3ccccc3c2NC(=O)COc2ccc(F)cc2)c(OC)c1,1%,0
CC1CCN(c2nn3c(=O)c(C(=O)NCCc4ccc(Cl)cc4)cnc3s2)CC1,-4%,18
Nc1nn(-c2ccccc2)nc1C(=O)OCc1ccccc1Br,1%,30
COc1cccc(-n2c(C)nc3c(cnn3-c3ccc(C)c(C)c3)c2=O)c1,?,12
O=C(Nc1ccc(S(=O)(=O)N(Cc2ccccc2)c2ccccc2)cc1)c1ccccc1F,23%,-16
COc1cccc(N2CCN(C(=O)c3cc4c(s3)-c3c(C)cccc3OC4)CC2)c1,22%,-16
CCOc1ccc(Cn2c(CNS(=O)(=O)c3ccc(Cl)s3)nc3cccnc32)cc1,2%,?

# Random excerpt: 5 compounds from above, in no set order.
SMILES,AmpC detergent,HCMV antiviral
CCOc1cc(-c2nc(-c3ccc(-c4ccccc4)nc3OCC)no2)cc(OCC)c1OCC,2%,7
CCOc1ccc(Cn2c(CNS(=O)(=O)c3ccc(Cl)s3)nc3cccnc32)cc1,2%,?
COc1ccc(OC)c(-c2noc(N3CCN(c4cccc(C)c4C)CC3)n2)c1,-3%,-7
O=C(CCS(=O)(=O)c1ccc(Br)s1)Nc1cc(C(F)(F)F)cc(C(F)(F)F)c1,5%,-90*
CCOC(=O)N1CCc2c(sc3c2c(=O)n(-c2ccccc2C(F)(F)F)c(=O)n3Cc2ccccc2C)C1,-5%,-101*

# (next part)
SMILES,AmpC detergent,HCMV antiviral
Cc1c(-c2ccccc2)c(=O)oc2c(CN3CCOCC3)c(O)ccc12,25%,-4
CC(C)(C)C(=O)NCCc1nc2ccccc2n1CCCCOc1ccc(Cl)cc1,5%,-33
CCS(=O)(=O)c1nc(S(=O)(=O)c2ccc(Cl)cc2)c(NCc2ccc(Cl)cc2)s1,21%,-9
Fc1ccc(-c2noc3ncnc(N4CCCCC4)c23)cc1,-7%,-35
CCc1cccc(NC(=O)c2coc(=O)c3ccccc23)c1,-4%,1
CCc1ccc(C2=C(C)C(N3CCC(C(=O)NCc4ccccc4)CC3)=NS2(=O)=O)cc1,-2%,-8
COc1cc([N+](=O)[O-])ccc1NC(=O)N1CCN(c2cc(-c3noc(C)n3)ccc2C)CC1,5%,-19
Cc1ccc(C)c(N2CCN(C(=O)c3cc(S(=O)(=O)N4CCCCC4)cn3C)CC2)c1,19%,14
Cc1ccc(-n2cc(C(=O)Oc3cccc(C)c3)c3ccccc3c2=O)cc1,6%,14
Cc1ccc(CNC(=O)c2cccn2-c2nnc(N3CCCCC3)s2)cc1,2%,0
Cc1ccc(C)c(N2CCN(Cc3nnc(-c4ccccc4)o3)CC2)c1,15%,28
COc1ccc(Nc2nc3ccc(Cl)cc3n3nnnc23)cc1OC,-9%,25
CCC(CC)C(=O)Nc1cccc(-c2nc3ccccc3s2)c1,20%,-18
Cc1cccc(Cn2nc(C)n3c(cc4cc(C)ccc43)c2=O)c1,14%,10
Cc1ccc2oc(C(=O)Nc3sc4c(c3C(=O)NCc3ccccc3)CCCC4)cc(=O)c2c1,2%,12
CCc1ccc(S(=O)(=O)c2nnn3c2nc(N(CC)Cc2ccccc2)c2cc(Cl)ccc23)cc1,-7%,21
Cc1cccc(-c2noc(-c3ccc(NCC4CCCO4)c([N+](=O)[O-])c3)n2)c1 (stereo not given),-5%,18
CCOc1ccccc1CC1C(=O)Nc2ccc(Br)cc21 (stereo not given),3%,-22
Cc1c(Cl)cccc1NC(=O)CN1C(=O)C(C)N=C(c2ccccc2)c2ccccc21 (stereo not given),-1%,-27
CC(=O)c1cccc(NC(=O)CN2C(=O)CCc3cc(S(=O)(=O)N4CCCCC4)ccc32)c1,-2%,-3
COC(=O)c1ccc(NC(=O)CSc2ncc3c(n2)-c2cc(Cl)ccc2N(Cc2ccccc2)S3(=O)=O)cc1,-3%,3
CCc1nnc(NC(=O)CSc2nccn2Cc2ccc(Cl)cc2)s1,3%,-8
CCCS(=O)(=O)c1ncc(Cl)c(C(=O)Nc2c(C(=O)Nc3ccccc3)oc3ccccc23)n1,-1%,-31
COc1cccc(NC(=O)CC2NCCNC2=O)c1 (stereo not given),1%,9
Cc1ccccc1-n1nc(CO)c(C(=O)NCC(c2ccccc2)c2ccccc2)n1,23%,-86*
COc1cc(OC)cc(C(=O)Nc2ccc(S(=O)(=O)N3CCCCC3c3cccnc3)cc2)c1 (stereo not given),-3%,-68*
CCN(CC)c1ccc(C(=O)Nc2ccc3nc(N(CC)CC)cc(C)c3c2)cc1,10%,-67*
COc1cc(CN(CC2CCCO2)C(=O)c2ccccc2F)cc(OC)c1OC (stereo not given),15%,-11
COc1cc(NC(=O)N2c3ccccc3Sc3ccccc32)cc(OC)c1,-4%,6
CCCOc1ccc(C(=O)NCC2OCCc3ccccc32)cc1 (stereo not given),-6%,3

# Three compounds from above, sorted by SMILES length, smallest number first.
SMILES,AmpC detergent,HCMV antiviral
CCOc1ccccc1CC1C(=O)Nc2ccc(Br)cc21 (stereo not given),3%,-22
Cc1ccc(-n2cc(C(=O)Oc3cccc(C)c3)c3ccccc3c2=O)cc1,6%,14
CCc1ccc(S(=O)(=O)c2nnn3c2nc(N(CC)Cc2ccccc2)c2cc(Cl)ccc23)cc1,-7%,21
